# Screens (PubChem)
# ssDAF12 agonist – activators of S. stercoralis DAF-12 nuclear receptor. AID 652126. activation, % at 6.8 µM. HEK293 ssDAF-12/GRIP1 lit1-tk-luc reporter, luminescence; % of 3 µM dafachronic acid response. 370,000 tested, 1% active;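 active = activation above the mean over all tested compounds plus 3 SD, cut at about 0.9% in these data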;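 also: 0% = DMSO-only wells and 100% = 3 µM delta7-dafachronic acid wells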
# SMARCA2 activ – increases SMARCA2 function in MMTV reporter cells. MG213 cells, MMTV-luciferase reporter, dexamethasone, overnight. activation, % at 9.1 µM. 370,000 tested, 1% active. AID 652017; in the data active = activation above about 7.8%;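 also: 0% = vehicle wells and 100% = reference activator wells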
# hgDAF12 agonist – activates the H. glycines DAF-12 receptor ligand-binding domain; HEK293 GAL4-hgDAF12 UAS-luciferase reporter, agonist luminescence; normalized to butyrate control; activation, % at 6.8 µM; 370,000 tested, 1.8% active; AID 687014;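 active = activation above a cutoff set at the mean of all screened compounds plus 3 SD, cut at about 10% in these data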;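 also: 0% = DMSO wells and 100% = sodium butyrate wells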
# PG9 binder – PG9 antibody binding by small molecule; AID 624416; inhibition, % at 6.7 µM; TR-FRET gp120-PG9 antibody binding; 360,000 tested, 0.43% active; in the data active = inhibition above about 8.5%
# Rev-erbA mod – modulators of human Rev-erb alpha DNA binding; Rev-erbα–FITC-DNA binding, fluorescence polarization, 90 min; activity, % at 10 µM; 370,000 tested, 0.79% active; AID 1259318;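 active = activity above about 14%, limit read from the data; passing the limit was not always enough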;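 also: 0% = DMSO wells with 35 nM protein and 100% = DMSO wells with 750 nM protein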
# DAX1 inh-1 – blocks DAX1 repression of SF-1 activated StAR promoter. inhibition, % at 6.8 µM. HEK293T StAR-luciferase reporter, SF-1/DAX-1 repression relief. AID 652010. 370,000 tested, 1.1% active;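 active = inhibition above the mean over all tested compounds plus 3 SD, cut at about 3.6% in these data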;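 also: 0% = DAX-1 cells with DMSO and 100% = cells lacking DAX-1 with DMSO; higher inhibition means more luminescence from relief of DAX-1 repression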
# GAA850 FXN act – frataxin GAA850 promoter activation; activation, % at 6 µM; HEK293 lucGAA850 FXN promoter luciferase reporter, 24 h; percent of 10 µM SAHA response; 360,000 tested, 0.56% active;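 active = activation above the average of all compounds screened plus 3 SD, cutoff fixed separately per campaign, cut at about 7.5% in these data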;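 also: 0% = DMSO wells and 100% = 10 µM SAHA wells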
# PLC-beta3 inh – blocks human PLC-beta3 enzyme activity; Q01970; Purified PLC-beta3, fluorogenic substrate, fluorescence; inhibition, % at 12.2 µM; 370,000 tested, 0.18% active; in the data active = inhibition above about 11%;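 also: 0% = median of compound wells on plate and 100% = full blocker control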
# HGIII-sPLA2 inh – Blocks human group III sPLA2 activity | Q9NZ20 | QFRET BODIPY PC-A2 liposome hydrolysis, fluorescence | inhibition, % at 12.2 µM | 370,000 tested, 0.56% active;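 active = inhibition above mean plus 3 SD of compounds lying within the high and low control bounds, cut at about 19% in these data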;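 also: 0% = median of test compound wells and 100% = no enzyme DMSO wells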
# Target sequence (Q9NZ20 whole entry, looked up): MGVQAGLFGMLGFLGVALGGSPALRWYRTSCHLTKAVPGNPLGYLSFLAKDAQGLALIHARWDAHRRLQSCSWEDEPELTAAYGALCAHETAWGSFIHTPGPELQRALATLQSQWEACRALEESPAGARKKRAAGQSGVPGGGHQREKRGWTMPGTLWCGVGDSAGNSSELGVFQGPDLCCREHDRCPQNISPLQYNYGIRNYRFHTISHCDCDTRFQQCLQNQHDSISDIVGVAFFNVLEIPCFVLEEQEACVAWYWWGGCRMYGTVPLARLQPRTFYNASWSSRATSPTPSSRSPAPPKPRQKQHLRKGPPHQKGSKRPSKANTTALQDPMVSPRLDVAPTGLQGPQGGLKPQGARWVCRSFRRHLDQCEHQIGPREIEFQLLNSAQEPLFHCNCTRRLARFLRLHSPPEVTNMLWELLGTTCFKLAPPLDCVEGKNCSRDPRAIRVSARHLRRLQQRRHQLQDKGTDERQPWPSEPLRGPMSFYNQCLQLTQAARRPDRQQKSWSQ
# DAX1 inh-2 – NR0B1 (DAX1) inhibition. P51843. AID 504766. HEK293 Gal4-DAX1 luciferase reporter, luminescence. 340,000 tested, 0.99% active. inhibition, % at 6.75 µM;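 active = inhibition above the mean over all tested compounds plus 3 SD, cut at about 4.2% in these data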;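 also: 0% = DAX1-transfected cells with DMSO and 100% = empty-vector control cells with DMSO; inhibition shows as a rise in luminescence from relieved DAX1 repression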
# Target sequence (P51843 207-470 limits assumed): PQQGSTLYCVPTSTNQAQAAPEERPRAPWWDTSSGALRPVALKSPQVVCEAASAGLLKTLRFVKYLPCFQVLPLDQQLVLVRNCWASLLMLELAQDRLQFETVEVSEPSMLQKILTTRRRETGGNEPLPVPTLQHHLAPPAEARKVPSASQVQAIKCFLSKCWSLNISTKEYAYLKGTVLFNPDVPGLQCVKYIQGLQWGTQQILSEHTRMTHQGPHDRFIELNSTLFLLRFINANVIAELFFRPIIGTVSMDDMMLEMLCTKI
# hcDAF-12 act – activators of H. contortus DAF-12 nuclear receptor; 370,000 tested, 1.4% active; activation, % at 6.8 µM; HEK293 hcDAF-12 lit1-tk-luc reporter, luminescence; 0% DMSO, 100% Δ7-dafachronic acid; AID 652067;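 active = activation above the mean of all tested compounds plus 3 SD, cut at about 5.5% in these data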;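 also: 100% = response to 3 µM Δ7-dafachronic acid high control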
# * = called active by the depositor; i = inactive; x = not tested or not shown. No enrichment for hits; any-hit rate near 7%.
No.	Structure	DAX1 inh-2	ssDAF12 agonist	PG9 binder	DAX1 inh-1	GAA850 FXN act	Rev-erbA mod
1	COc1ccc(NC(=S)N2CCC(NC(=O)c3ccc(F)cc3)CC2)cc1	0.6	-1.4	-0.1	0.1	-0.2	7
2	CCN(CC(=O)NCc1ccc(Cl)cc1)C(=O)CNS(=O)(=O)c1ccc(NC(C)=O)cc1	-0.2	-0.9	-1.1	0.1	-2.0	4
3	CCOC(=O)[C@@H]1[C@H]2COc3ccc(Br)cc3[C@@H]2N2C(=O)N(c3cccc(F)c3)C(=O)[C@@]12C	-0.3	-0.3	0.1	0.1	6.5	3
4	O=c1cc(CO)occ1OCc1cccc(F)c1	0.7	-1.2	-2.0	-0.1	-1.0	2
5	Cc1nn(CCc2n[nH]c(=S)n2-c2ccc(F)cc2)c(C)c1[N+](=O)[O-]	0.3	-1.9	0.8	-0.4	0.6	2
6	COC(=O)c1cc2c(s1)-c1ccc(OC)cc1CC2	7.7*	-0.4	-1.4	1.0	4.0	1
7	CCCCNC(=O)NNC(=O)C1CC1(c1ccccc1)c1ccccc1 (centres undefined)	0.8	-1.4	2.2	0.0	-0.9	1
8	O=C(Oc1ccccc1)c1cccnc1Oc1ccccc1	1.9	-1.4	1.1	0.4	-0.1	4
9	CC(NCc1ccc(F)cc1)C(=O)NC1CCCCC1 (centres undefined)	0.0	-1.3	-2.5	0.1	0.6	-2
10	Cc1ccc(C(=O)C2C(=O)c3ccccc3C2=O)cc1	0.3	0.2	-1.7	0.1	0.8	-3
11	Cc1cccc(Nc2c(-c3ccc(O)cc3)nc3ncccn23)c1	2.2	-2.1	-1.6	-0.9	1.8	0
12	CN(c1ccccc1)S(=O)(=O)c1ccc(NC(=S)NC(=O)C2CC2)cc1	2.1	-1.9	-1.5	-1.5	2.1	1
13	CCCCN(C(=O)COC(=O)c1ccccc1)c1c(N)n(CCC)c(=O)[nH]c1=O	0.4	-0.5	1.3	1.3	2.5	0
14	O=C(c1cnn(C(=O)c2ccccc2)c1)c1ccccc1O	0.4	-0.1	-1.7	0.8	4.3	-1
15	O=C(Nc1ccccc1)c1cc(-n2cnnc2)ccc1Cl	-0.5	0.0	-2.3	1.1	0.0	0

No.	SMARCA2 activ	hcDAF-12 act	PLC-beta3 inh	hgDAF12 agonist	HGIII-sPLA2 inh
1	0	-1.9	-4	0.5	1
2	3	-1.9	-4	0.6	-2
3	2	-1.2	4	1.3	0
4	-3	-0.4	7	2.6	1
5	3	-0.2	-2	0.8	8
6	3	7.1*	i	6.1	-2
7	-1	-1.9	-1	-1.5	1
8	-2	-1.4	-5	2.7	-1
9	3	-2.0	6	5.5	2
10	-1	2.7	-5	5.2	4
11	-1	-0.1	-337	-2.9	-4
12	-5	-1.4	6	-4.0	4
13	-2	-0.8	-1	-2.0	12
14	2	-1.8	1	9.2	-7
15	-2	0.1	-2	-0.8	1

No.	Structure	DAX1 inh-2	ssDAF12 agonist	PG9 binder	DAX1 inh-1	GAA850 FXN act	Rev-erbA mod
16	Cc1ccc(/C=C/c2nc3sc(C(=O)O)c(C)c3c(=O)[nH]2)cc1[N+](=O)[O-]	0.2	-0.6	1.1	-0.1	0.0	-2
17	CC(CCl)n1c(=O)c2ccccc2n1C(=O)c1ccccc1 (centres undefined)	x	-1.5	-1.6	-1.5	x	8
18	CC(C)(C)NC(=S)N1CCC2CC1c1cc(-c3ccc4c(c3)OCO4)ccc12 (centres undefined)	x	-1.4	-1.9	-0.4	x	5
19	CCCCc1c(O)nc(SCC(=O)N2CCOCC2)n(-c2ccc(OC)cc2)c1=O	3.0	-1.2	0.3	0.0	-0.4	6
20	Nc1nc2nn(-c3ccccc3)nc2c(=O)[nH]1	0.6	-0.5	0.2	0.3	4.8	-4
21	COc1ccc(CCNS(=O)(=O)c2ccc3c(c2)NC(=O)CO3)cc1OC	0.7	-0.3	-1.1	-0.3	1.4	1
22	Cc1nnc2n1N=C(c1ccc(OC(F)F)cc1)C(C)S2 (centres undefined)	-0.7	-1.1	-1.9	-0.1	1.3	4
23	O=C(CNS(=O)(=O)c1ccc(F)cc1)N1CCN(c2ccc(F)cc2)CC1	-0.9	-2.3	2.4	-0.3	-0.8	-3
24	Cc1c(Cl)cccc1NC(=S)N1CCc2ccccc2C1	0.1	-1.4	-1.6	-0.2	3.1	0
25	COc1cc(CNC(C)(C)CO)cc(Br)c1OCc1ccc(Cl)cc1Cl	-0.6	-1.2	-0.9	0.1	3.4	3
26	COc1ccc(OCC(=O)O/N=C(\N)c2ccc(OC)cc2)cc1	0.7	-1.2	0.0	0.5	1.8	-3
27	Cc1ccc(S(=O)(=O)N2CCN=C2SC(C)c2ccccc2)cc1 (centres undefined)	0.8	-1.5	1.0	0.4	1.5	9
28	CCOc1ccccc1OCC(=O)NNC(=O)Cn1cnc2c1c(=O)n(C)c(=O)n2C	2.6	-1.2	-0.2	-0.1	0.8	-1
29	CNc1nc2c(-c3ccc(Cl)cc3)nnn2c2ccccc12	0.1	-0.6	2.1	0.2	-0.4	18*
30	CC(=O)OCC(=O)Nc1c(C)cc(C)cc1C	0.5	-1.6	-1.4	0.2	0.7	-4

No.	SMARCA2 activ	hcDAF-12 act	PLC-beta3 inh	hgDAF12 agonist	HGIII-sPLA2 inh
16	-2	-0.6	-17	-1.5	4
17	-1	-1.2	-5	-0.9	24*
18	-4	-2.4	0	4.1	22*
19	-2	-2.7	-4	0.2	-1
20	5	1.9	-101	3.9	3
21	-1	-2.1	-3	0.0	3
22	0	-1.7	-7	2.2	1
23	-2	-2.0	-3	-3.5	-7
24	0	0.1	3	-0.6	7
25	-2	1.9	0	-1.5	-2
26	4	-1.1	-10	1.3	-4
27	-3	-1.5	-4	-1.1	8
28	-2	0.5	3	8.5	3
29	-1	2.6	-24	2.3	2
30	0	-0.3	5	1.0	12

# Entries of single compounds from above. Order of screens: DAX1 inh-2 | ssDAF12 agonist | PG9 binder | DAX1 inh-1 | GAA850 FXN act | Rev-erbA mod | SMARCA2 activ | hcDAF-12 act | PLC-beta3 inh | hgDAF12 agonist | HGIII-sPLA2 inh
# Profile of Cc1ccc(S(=O)(=O)N2CCN=C2SC(C)c2ccccc2)cc1 (centres undefined) → 0.8 | -1.5 | 1.0 | 0.4 | 1.5 | 9 | -3 | -1.5 | -4 | -1.1 | 8
# Profile of O=C(CNS(=O)(=O)c1ccc(F)cc1)N1CCN(c2ccc(F)cc2)CC1 → -0.9 | -2.3 | 2.4 | -0.3 | -0.8 | -3 | -2 | -2.0 | -3 | -3.5 | -7
# Profile of Cc1nnc2n1N=C(c1ccc(OC(F)F)cc1)C(C)S2 (centres undefined) → -0.7 | -1.1 | -1.9 | -0.1 | 1.3 | 4 | 0 | -1.7 | -7 | 2.2 | 1

# Later entries:
No.	Structure	DAX1 inh-2	ssDAF12 agonist	PG9 binder	DAX1 inh-1	GAA850 FXN act	Rev-erbA mod
31	Cc1nc2cc(C(=O)O)ccc2n1C1CCCCC1	-1.1	-1.6	-0.2	-0.3	1.6	-3
32	O=C(O)CCCNC(=O)Nc1ccccc1	2.2	-1.0	-3.1	0.6	-1.9	7
33	COc1ccccc1NC(=O)c1ccc(NC(=O)COC(=O)c2ccc(O)cc2)cc1	1.1	-0.6	-0.3	-0.5	1.1	3
34	OC[C@@H]1CN(Cc2ccc(F)cc2)C[C@H](n2cnc3c(N4CCN(c5ccccc5)CC4)ncnc32)O1	x	-1.1	0.8	-2.4	-1.8	0
35	Cc1ccsc1C(=O)N1CC(=O)Nc2ccccc21	-0.2	-1.2	1.0	0.1	-0.6	-3
36	NS(=O)(=O)c1ccc(NC(=O)Nc2ccc(S(N)(=O)=O)cc2)cc1	x	-1.2	-2.4	0.0	3.0	-3
37	CCC(c1nnnn1Cc1ccccc1)N1CCN(C(=O)c2ccco2)CC1 (centres undefined)	0.2	-1.0	-2.1	1.1	0.0	0
38	CC(C)(C)n1nc(C2CC2)c(Br)c1NC(=O)c1ccc(Cl)cc1	x	-0.5	-0.5	0.0	x	-13
39	CCC(NC(=O)CN1CCN(c2cccc(OC)c2)CC1)c1ccccc1 (centres undefined)	x	-1.3	x	-2.1	x	-2
40	COc1cc(C2c3c(oc4c(C)cc(C)cc4c3=O)C(=O)N2Cc2cccnc2)ccc1O (centres undefined)	-1.5	-1.2	-2.0	-0.6	-1.5	2
41	Cc1ccc(-c2cn(CCC(=O)O)c(-c3ccc(Cl)nc3)n2)cc1	0.6	-0.9	-1.7	-0.6	1.7	-8
42	O=C(CSc1ccccc1)NC1=NCCS1	1.7	-1.9	2.1	-0.6	-0.4	0
43	O=C(CNC(=O)c1ccc(F)cc1)c1ccccc1	3.4	-0.6	-0.8	1.8	2.8	-4
44	CCCN(CCC)C(C)C(=O)NCC1(c2ccccc2)CCCC1 (centres undefined)	0.8	-1.9	0.0	-0.4	1.7	4
45	O=C(CCC1CCCCC1)Nc1nnc(C(F)(F)F)s1	0.4	-0.8	-0.1	0.2	1.1	2

No.	SMARCA2 activ	hcDAF-12 act	PLC-beta3 inh	hgDAF12 agonist	HGIII-sPLA2 inh
31	6	-0.7	4	-1.0	2
32	-1	-1.4	0	1.5	3
33	0	-1.6	-11	2.4	-22
34	-5	-2.5	2	-1.7	-10
35	-1	-1.2	7	-1.3	-1
36	-3	-0.3	-2	1.2	-6
37	-1	0.5	0	-1.3	10
38	-1	0.3	-1	-3.5	6
39	-4	1.0	-1	-0.6	4
40	7	-0.8	-3	1.9	-4
41	1	-0.4	-4	0.4	4
42	1	0.4	-4	-3.5	0
43	1	0.8	-6	9.2	-13
44	-2	-1.3	-2	0.2	-4
45	-2	1.0	-3	-0.2	13

No.	Structure	DAX1 inh-2	ssDAF12 agonist	PG9 binder	DAX1 inh-1	GAA850 FXN act	Rev-erbA mod
46	O=C(NCCCN1CCOCC1)C1Cc2c(ccc3ccccc23)O1 (centres undefined)	-0.9	-1.7	1.2	1.7	0.6	2
47	Cc1nc([N+](=O)[O-])cn1Cc1cccc([N+](=O)[O-])c1	0.8	-0.7	-0.6	0.3	0.0	8
48	CCOC(=O)C1CCCN(c2cc(NCCCO)c([N+](=O)[O-])c3nonc23)C1 (centres undefined)	x	-1.2	-1.5	-0.2	x	9
49	O=C1CC(N2CCSCC2)C(=O)N1c1cccc(Br)c1 (centres undefined)	1.8	-0.1	-1.7	-0.7	1.7	7
50	CC(Sc1nncn1-c1ccccc1)C(=O)Nc1cccc([N+](=O)[O-])c1 (centres undefined)	-1.6	-0.9	0.4	-0.2	3.1	6
51	Cc1cc(C)c2nc(SCC(=O)N3CC(=O)Nc4ccccc43)c(C#N)cc2c1	-1.5	-0.6	13*	4.8*	2.1	98*
52	COc1ccc2c(c1)nc(SCC(O)c1ccccc1)n2C (centres undefined)	0.3	-1.8	-0.9	-0.6	-1.2	1
53	Cc1ccc(CNC(=O)CN(c2cccc([N+](=O)[O-])c2)S(=O)(=O)c2ccccc2)cc1	0.0	-1.7	-0.3	-0.9	0.5	3

No.	SMARCA2 activ	hcDAF-12 act	PLC-beta3 inh	hgDAF12 agonist	HGIII-sPLA2 inh
46	-1	-1.9	-7	-4.0	2
47	1	0.1	1	-0.9	-1
48	-5	1.1	-16	-2.4	8
49	-3	-1.2	-1	-3.3	7
50	-1	0.3	0	-2.6	-1
51	3	-1.8	-31	-1.9	0
52	3	-1.9	-1	4.4	2
53	-2	-3.4	-1	-4.8	-16
